NR2E3 ag-1: NR2E3 (human) agonism. GST-NR2E3/biotin-RetCOR TR-FRET, 1536-well. inhibition of corepressor binding, % at 4.78 µM. 0.12% of 320,000 active. AID 2300;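 active = percent inhibition above the cutoff of mean plus 3 SD of all tested compounds, set per screening campaign, cut at about 20% in these data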;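 also: 0% = DMSO wells and 100% = biotin wells as full block of FRET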
Target sequence (Q9Y5X4 whole entry, looked up): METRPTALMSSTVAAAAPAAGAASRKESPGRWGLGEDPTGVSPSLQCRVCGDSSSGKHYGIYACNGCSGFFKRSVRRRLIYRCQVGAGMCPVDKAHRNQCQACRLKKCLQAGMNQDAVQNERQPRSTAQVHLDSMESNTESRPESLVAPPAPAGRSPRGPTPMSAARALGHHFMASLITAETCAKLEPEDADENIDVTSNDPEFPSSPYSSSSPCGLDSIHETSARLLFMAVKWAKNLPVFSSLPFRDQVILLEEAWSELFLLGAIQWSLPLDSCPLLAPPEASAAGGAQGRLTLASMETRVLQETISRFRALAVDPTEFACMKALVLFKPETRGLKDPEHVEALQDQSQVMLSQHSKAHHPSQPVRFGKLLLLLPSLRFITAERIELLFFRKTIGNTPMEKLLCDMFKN
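Assay system: NR2E3–RetCOR corepressor complex. Quantity: 1.35 nM GST-NR2E3. Buffer or medium: pH 7.5 Tris-based buffer. Reagent: biotinylated RetCOR corepressor at 7 nM final. Schedule: 5 h at 4 °C. Detection: TR-FRET, emission read at 617 and 671 nm. Replicates: one well per compound, singlicate testing.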
CaV13 FRET inh: Disruptors of the CACNA1D IQ motif to Ca2+-dependent inactivation inhibitor domain association, primary screening, Förster resonance energy transfer in intact living …; HEK cells, CFP/YFP FRET ICDI-IQ, plate reader, 10 min; percent FRET-ratio fall versus neutral wells; inhibition, % at 12.3 µM; 0.098% of 340,000 active;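 active = mean replicate inhibition of at least 30% and at least 1% of replicates passing that level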;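 also: 0% = median of the neutral control wells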
PDI inh: blocks human protein disulfide isomerase activity; inhibition, % at 10 µM; PDI insulin aggregation turbidity, A650, 90 min; P07237; 0.052% of 350,000 active;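 active = mean inhibition across replicates of 30% or more, whatever share of single replicates reach that level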;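 also: absorbance from insulin aggregation driven by PDI reduction with DTT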
Target sequence (P07237 whole entry, looked up): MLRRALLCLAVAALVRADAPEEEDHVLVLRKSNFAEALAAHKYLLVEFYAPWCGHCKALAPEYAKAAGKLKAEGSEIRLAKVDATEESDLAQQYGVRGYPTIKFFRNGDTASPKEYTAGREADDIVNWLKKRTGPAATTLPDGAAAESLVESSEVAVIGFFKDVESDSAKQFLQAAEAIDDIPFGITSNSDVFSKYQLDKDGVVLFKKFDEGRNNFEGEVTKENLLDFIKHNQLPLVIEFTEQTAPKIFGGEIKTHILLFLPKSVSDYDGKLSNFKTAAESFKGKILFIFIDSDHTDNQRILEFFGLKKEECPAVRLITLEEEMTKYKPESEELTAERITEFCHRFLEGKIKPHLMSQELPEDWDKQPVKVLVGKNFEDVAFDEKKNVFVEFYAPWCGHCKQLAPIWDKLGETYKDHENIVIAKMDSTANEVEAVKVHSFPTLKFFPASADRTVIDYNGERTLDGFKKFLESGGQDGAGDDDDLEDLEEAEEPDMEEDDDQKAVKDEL
Peg3 promoter: Peg3 promoter activity inhibition. inhibition, % at 20 µM. 1.7% of 360,000 active. HeLa PEG-Prom luciferase reporter, luminescence, overnight;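 active = inhibition of at least 50% at 20 µM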
aDG glyco act: increases alpha dystroglycan glycosylation | 0.22% of 360,000 active | Pro5-aDG cells, alpha-DG glycosylation AlphaScreen (IIH6); 0% Pro5, 100% B10-LARGE cell signal | activation, % at 10 µM;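 active = activation of at least 8% versus controls, or a plate z-score of at least 8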;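 also: Pro5 are CHO cells carrying HIG-tagged alpha-DG that lacks glycosylation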
Exocytosis inh: blocks lytic granule exocytosis. 0.66% of 360,000 active. inhibition, % at 10 µM. TALL-104 LAMP-1 surface exposure, flow cytometry; cells stimulated with thapsigargin and PMA. AID 651702;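 active = inhibition above about 55%, limit read from the data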
hiPSC survival: hiPSC single-cell survival enhancement. ATPlite luminescence; 100% = ROCK inhibitor wells, 0% = DMSO. survival enhancement, % at 20 µM. 0.044% of 360,000 active. AID 602274; in the data active = survival enhancement above about 18%;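 also: cells exposed to compounds for 16 hours before the ATP read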
HIF-2a inh: blocks HIF-2a reporter activity | 786-0 RCC cells HIF-2a reporter, luciferase luminescence, overnight | inhibition, % at 18.8 µM | 0.72% of 360,000 active | AID 624352;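 active = inhibition of the luminescence signal of 40% or more relative to plate controls, in a single-dose primary screen at 18.75 µM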
Vif inh: blocks HIV Vif function; inhibition, % at 7.49 µM; HEK293T cells, Vif self-association by quenched fluorescence, imaging, 24 h; AID 602346; 0.35% of 340,000 active; in the data active = inhibition above about 50%, passing the limit was not always enough; also: some results filed as inactive read as strong as hits
NR2E3 ag-2: activates human NR2E3 receptor; Q9Y5X4; CHO-S Gal4-NCOR/VP16-NR2E3 two-hybrid, luciferase; inhibition of corepressor binding, % at 3.98 µM; 0.35% of 360,000 active; AID 602229;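 active = inhibition above the mean of all tested compounds plus 3 SD, cut at about 70% in these data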;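 also: 0% = DMSO with NR2E3 transfected cells and 100% = cells lacking NR2E3 construct; higher means lower luciferase signal from less NR2E3 corepressor binding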
MITF TRPM1 inh: reduces MITF-dependent TRPM1 promoter luciferase signal; AID 488899; 0.83% of 330,000 active; SK-MEL-5 TRPM1 promoter luciferase, 24 h; inhibition, % at 12.5 µM;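 active = mean inhibition across replicates of 60% or more, whatever share of single replicates reaches that level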; also: values of inactives mirror those of a sister screen read the other way
Numbers without * were called inactive; . = no result given.

SMILES	NR2E3 ag-1	CaV13 FRET inh	PDI inh	Peg3 promoter	aDG glyco act	Exocytosis inh	hiPSC survival	HIF-2a inh	Vif inh	NR2E3 ag-2	MITF TRPM1 inh
Cc1nc2c(C)cccn2c(=O)c1NC(=O)COc1ccccc1	-3	-6	-3	0	-0.2	-16	-0.4	-3	4	2	11
CCOC(=O)C1CCCN(C(=O)c2cn(CC)c3ccc(S(=O)(=O)N(C)C)cc3c2=O)C1 (stereo unspecified)	1	-5	.	2	-0.1	-2	-0.5	0	12	-36	8
O=C(O)/C=C/c1coc2ccccc2c1=O	6	-15	-6	16	-0.4	-2	1.6	16	25	-26	-1
O=c1[nH][nH]c(-c2ccccc2)c1C=Nc1ccc(C(F)(F)F)cc1	1	-1	-12	17	-0.2	20	-1.4	11	-16	9	19
C/C(=N\NS(=O)(=O)c1ccc(C)cc1)c1ccc(C)s1	1	-3	-5	9	-0.1	-4	-2.7	11	-19	3	8
CSc1ccc(Cl)c(C(=O)NNC(=O)c2csc(N3CCOCC3)n2)c1	-1	-7	1	7	0.1	-4	-0.5	4	0	-23	-9
Cc1ccc(NS(=O)(=O)c2cccc(C(=O)OCC(=O)NCc3ccco3)c2)cc1	1	.	3	4	0.4	-3	4.4	13	2	-16	10
CN(C)c1ccc(C(=O)N2CCC2(C)C(=O)O)cc1 (stereo unspecified)	.	-6	-3	-2	0.1	-3	1.3	1	7	-27	.
CC(C)CC(NC(=O)c1ccc(Cl)cc1Cl)C(=O)O (stereo unspecified)	2	-3	4	13	0.1	1	0.1	19	.	13	2
O=C(CNC(=O)c1ccc2c(c1)S(=O)(=O)N=C1CCCCCN12)Nc1ccc(F)c(F)c1	1	-6	10	-1	-0.1	12	0.9	6	.	12	-5
CC1CCN(C(=O)CCc2ccc(Oc3cc([N+](=O)[O-])cc([N+](=O)[O-])c3)cc2)CC1	-1	-15	9	16	0.7	-1	4.3	15	5	19	-21
COc1ccccc1OCc1nc2ccccc2s1	1	.	-3	-110	-0.1	0	-2.3	-30	-5	-130	-30
NC(=O)c1cnn(Cc2ccc(Cl)cc2)c1N	5	-4	7	9	0.0	25	-0.5	-4	-16	2	2
O=C(O)c1ccccc1-c1ccccc1C(=O)NCc1ccccc1Cl	-5	-9	-3	8	-0.2	-4	0.6	18	-3	9	2
Cc1ccn2cc(-c3cccc(NC(=O)C(C)C)c3)nc2c1	5	-7	1	-202	0.1	-8	-2.1	-170	0	-99	-49
COc1ccc(S(=O)(=O)N2CCN(Cc3ccc4c(c3)OCO4)CC2)cc1F	1	-4	-2	21	-0.1	4	-0.6	18	22	-14	6
O=C(NC1CCCCC1)C(c1cccs1)N(C(=O)c1ccccn1)c1ccccc1 (stereo unspecified)	4	-4	2	2	-0.2	4	0.6	-6	30	-4	-28
COc1cc2c(cc1OC)C(C)N(C(=O)C1=NN(c3cccc(C)c3)C(=O)CC1)CC2 (stereo unspecified)	-1	-16	-6	3	-0.3	-3	0.3	20	0	-4	0
Cc1cnc(NC(=O)CSc2nnc(-c3ccc(Cl)cc3Cl)n2N)s1	1	-2	0	-4	0.0	-1	-0.1	-10	-8	-6	-4
NC(=O)C1CC=CCC1C(=O)OCC(Cl)=C(Cl)Cl (stereo unspecified)	-1	-5	10	6	-0.2	-9	-0.2	13	-15	-19	6
CC(=O)NCCSCCNC(C)=O	0	-5	0	7	0.0	-2	9.5	-8	-6	-8	2
CN(C)c1ccc(C(=O)Nc2ccc(S(=O)(=O)NC3=NCCCCC3)cc2)cc1	1	-4	-2	-3	0.0	-1	-2.7	-3	-7	2	2
CN(C)CCCNC(=S)N1CCC(c2nc3ccccc3[nH]2)CC1	3	-1	13	7	0.1	-2	-0.9	20	23	-5	-1
Cc1ccc(NC(=O)c2cc(S(=O)(=O)N(C)C)ccc2N2CCCC2)cc1F	3	-5	6	25	-0.2	-13	-0.3	2	-1	-7	4
COCCNC(=O)c1ccccc1NS(=O)(=O)c1ccc(C)c([N+](=O)[O-])c1	3	-3	-1	1	-0.1	-4	1.7	11	1	-8	7

Exported in markdown: part of the list above
| structure | NR2E3 ag-1 | CaV13 FRET inh | PDI inh | Peg3 promoter | aDG glyco act | Exocytosis inh | hiPSC survival | HIF-2a inh | Vif inh | NR2E3 ag-2 | MITF TRPM1 inh |
| --- | --- | --- | --- | --- | --- | --- | --- | --- | --- | --- | --- |
| NC(=O)C1CC=CCC1C(=O)OCC(Cl)=C(Cl)Cl (stereo unspecified) | -1 | -5 | 10 | 6 | -0.2 | -9 | -0.2 | 13 | -15 | -19 | 6 |
| CC(=O)NCCSCCNC(C)=O | 0 | -5 | 0 | 7 | 0.0 | -2 | 9.5 | -8 | -6 | -8 | 2 |
| CN(C)c1ccc(C(=O)Nc2ccc(S(=O)(=O)NC3=NCCCCC3)cc2)cc1 | 1 | -4 | -2 | -3 | 0.0 | -1 | -2.7 | -3 | -7 | 2 | 2 |
| CN(C)CCCNC(=S)N1CCC(c2nc3ccccc3[nH]2)CC1 | 3 | -1 | 13 | 7 | 0.1 | -2 | -0.9 | 20 | 23 | -5 | -1 |

The listing picks up, starting two compounds before the break.
SMILES	NR2E3 ag-1	CaV13 FRET inh	PDI inh	Peg3 promoter	aDG glyco act	Exocytosis inh	hiPSC survival	HIF-2a inh	Vif inh	NR2E3 ag-2	MITF TRPM1 inh
Cc1ccc(NC(=O)c2cc(S(=O)(=O)N(C)C)ccc2N2CCCC2)cc1F	3	-5	6	25	-0.2	-13	-0.3	2	-1	-7	4
COCCNC(=O)c1ccccc1NS(=O)(=O)c1ccc(C)c([N+](=O)[O-])c1	3	-3	-1	1	-0.1	-4	1.7	11	1	-8	7
COCCCNC(=O)c1cccc2c(-c3cccc(C(N)=O)c3)coc12	.	-11	-6	-33	0.1	-12	-2.5	-32	0	-23	.
CCCC(CCC)C(=O)Nc1cccc(-c2cn3c(n2)SCC3)c1	2	-13	1	15	0.0	-4	-0.5	-6	10	2	-16
CC12CCC(C(N)C1=O)C2(C)C (stereo unspecified)	.	-2	9	7	0.0	0	-2.3	-5	1	-6	6
CC(C)N1CC(COc2ccc(Cl)cc2Cl)OC1=O (stereo unspecified)	0	-18	-9	-23	0.0	-6	0.9	-45	6	-5	-26
COc1ccc(N2CCN(C(=O)c3cc4c(s3)CCCCC4)CC2)cc1	3	-3	-8	-41	-0.1	0	-0.6	-54	-2	23	-9
Cc1ccc2nc(NC(=O)CN3CCN(c4ccccn4)CC3)sc2c1	-2	-3	5	-28	-0.1	-2	-0.5	-55	0	-13	8
CCOCCCNC(=O)C(c1ccc(C)cc1)N(Cc1cccs1)C(=O)c1ccccc1O (stereo unspecified)	-1	-2	0	6	-0.3	0	2.0	10	8	31	0
Cc1ccc(-c2nn(-c3ccccc3)cc2C2SCC(=O)N2Cc2ccccc2)o1 (stereo unspecified)	-2	-6	13	8	-0.4	-5	0.7	14	-4	-22	12
COC(=O)[C@@H]1CCCN1C(=O)[C@@H](NC(=O)OC(C)(C)C)C(C)C	5	-10	-1	-7	-0.3	5	2.0	5	-10	-9	-4
COc1ccc(CN2CCCC(N3CCN(c4cccc(Cl)c4)CC3)C2)cc1OC (stereo unspecified)	.	-5	2	3	-0.1	67*	-0.4	1	5	4	-3
CN(CC(=O)Nc1ccc(Cl)c(C(F)(F)F)c1)C(=O)c1cc(-c2ccncc2)nc2ccccc12	0	-6	-5	77*	0.8	-1	-0.5	17	5	-14	-5
Cc1ccc(S(=O)(=O)N(C)C)cc1NC(=O)CSc1ccc2c(c1)OCCO2	1	-6	4	-11	0.1	-6	-0.6	-6	-9	10	8
COCCCN1C(=O)C(CC(=O)NCc2cccc3ccccc23)CC(C(=O)N(C(C)C)C(C)C)=C1C (stereo unspecified)	.	-4	.	-3	0.2	-6	4.2	-8	.	7	.
CC(=O)c1cccc(NC(=O)COC(=O)COc2ccc(Cl)cc2)c1	0	-19	3	6	-0.2	-1	0.2	12	-6	11	-6
O=C(NNC(=O)c1c(F)cccc1F)c1sccc1-n1cccc1	0	-5	-7	-4	0.1	-5	3.6	9	16	-5	-2
Cn1c(SCC(=O)c2ccccc2)nc2cccnc21	-1	1	-5	-19	0.5	1	-2.6	-41	5	-13	-6
Cc1cc(C)c(NC(=O)CSc2nnc(Cc3cccn3C)n2-c2ccc(F)cc2)c(C)c1	1	-6	0	6	-0.2	-3	-2.4	7	2	5	20
O=S(=O)(Nc1ccc(Cl)cc1)c1ccc(N2CCOCC2)c(NC(=S)NC2CC2)c1	-2	-7	9	10	1.3	-3	1.1	7	-4	-8	6
O=C(Nc1ccccc1)C1=C[C@@H](c2ccc3c(c2)OCO3)C[C@@H](OCCCCO)O1	4	-6	0	-223	-0.1	21	8.1	-193	-2	-56	-59
CCc1cccc(NC(=O)CCS(=O)(=O)c2ccc3c(c2)NC(=O)CO3)c1	0	-6	2	11	0.0	3	1.5	6	4	-18	7
O=C(COC(=O)c1ccc(NS(=O)(=O)c2ccc(Br)s2)cc1)NC1CCCC1	3	-3	-1	30	0.0	6	0.3	21	4	-5	9
CCC(=O)N(Cc1cccs1)C1CCOC(C)(C)C1 (stereo unspecified)	1	.	0	7	-0.3	-1	0.6	12	-3	-5	-1
CCOc1ccc(C(C)(N)C(=O)O)cc1 (stereo unspecified)	3	-5	-2	8	-0.1	-1	-2.0	11	-2	18	9
O=C1C2ON(c3ccccc3)C(c3ccccn3)C2C(=O)N1c1ccc(Br)cc1 (stereo unspecified)	2	.	6	-1	0.1	22	3.2	18	-2	-31	17
COCCCN(C(=S)NC(=O)C(C)(C)C)c1c(N)n(Cc2ccccc2)c(=O)[nH]c1=O	-2	-12	2	10	-0.2	-3	-0.8	13	1	-25	1
Cc1ccc(C(=O)/C=C/c2ccc3ncccc3c2)cc1	2	-2	10	5	0.4	40	-0.6	-57	-4	-18	-18
Cc1ccc(C)c(OCCC(=O)OCC(=O)NCCNC(=O)COC(=O)CCOc2cc(C)ccc2C)c1	-2	-6	1	-3	0.0	0	0.0	7	-3	-5	-2
NS(=O)(=O)c1cccc(NC(=O)COC(=O)c2cc(Cl)ccc2[N+](=O)[O-])c1	0	5	2	5	-0.1	1	-0.7	11	-13	-8	-4

An excerpt from above in order of their number in CaV13 FRET inh, rising:
structure | CaV13 FRET inh
COCCCNC(=O)c1cccc2c(-c3cccc(C(N)=O)c3)coc12 | -11
Cc1ccc(-c2nn(-c3ccccc3)cc2C2SCC(=O)N2Cc2ccccc2)o1 (stereo unspecified) | -6
COc1ccc(CN2CCCC(N3CCN(c4cccc(Cl)c4)CC3)C2)cc1OC (stereo unspecified) | -5
O=C(COC(=O)c1ccc(NS(=O)(=O)c2ccc(Br)s2)cc1)NC1CCCC1 | -3
CCOCCCNC(=O)C(c1ccc(C)cc1)N(Cc1cccs1)C(=O)c1ccccc1O (stereo unspecified) | -2
